Screens: PubChem, several laboratories
GalR3 antag: human GalR3 antagonism. HEK293 GalR3-CNG cAMP membrane potential fluorescence; galR3 body fused to GalR1 C-terminus. inhibition, % at 3 µM. 360,000 tested, 0.44% active. AID 651719;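 active = inhibition above the screen-wide average plus 3 SD, cut at about 13% in these data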;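 also: forskolin and galanin both at EC90 stimulate the cells; cAMP rise reported by CNG channel membrane potential dye signal; 0% = forskolin plus galanin with DMSO and 100% = forskolin alone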
Target sequence (O60755 1-299 limits assumed): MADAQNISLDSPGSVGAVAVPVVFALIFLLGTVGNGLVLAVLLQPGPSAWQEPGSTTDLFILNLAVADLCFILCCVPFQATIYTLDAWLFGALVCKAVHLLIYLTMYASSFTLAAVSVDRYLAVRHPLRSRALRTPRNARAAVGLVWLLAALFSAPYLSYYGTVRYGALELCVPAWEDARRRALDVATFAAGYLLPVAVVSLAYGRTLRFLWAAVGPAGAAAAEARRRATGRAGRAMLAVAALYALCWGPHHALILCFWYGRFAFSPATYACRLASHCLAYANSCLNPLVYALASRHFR
OXTR agonist: human OXTR agonism; CHO-OTR cells, Fluo-8 calcium fluorescence; normalized: DMSO 0%, oxytocin 100%; activation, % at 3 µM; 320,000 tested, 0.32% active;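 active = activation above the mean of all tested compounds plus 3 SD, cutoff set per screening run, cut at about 20% in these data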;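 also: peak over basal fluorescence ratio from a 100 s FLIPR kinetic read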
NALP1 yeast inh: NALP1 inhibition. S. cerevisiae NALP1/ASC/caspase-1 growth, X-gal OD620, 72 h. inhibition, % at 10 µM. 280,000 tested, 0.61% active. AID 2071; in the data active = inhibition mostly above about 24%, no sharp cut-off; inactive = mostly below about 32%; also: some compounds called inactive have numbers as strong as hits
V1aR counter: V1a receptor agonism, counter-screen for OXTR agonists. activation, % at 3 µM. CHO-V1R cells, Fluo-8 calcium fluorescence, agonist mode; 0% DMSO, 100% 3 nM vasopressin. P37288. 320,000 tested, 0.25% active;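 active = activation above the mean activation of all tested compounds plus 3 SD, per screening run, cut at about 20% in these data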;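 also: signal is peak over basal fluorescence ratio across a 100 second FLIPR read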
Target sequence (P37288 whole entry, looked up): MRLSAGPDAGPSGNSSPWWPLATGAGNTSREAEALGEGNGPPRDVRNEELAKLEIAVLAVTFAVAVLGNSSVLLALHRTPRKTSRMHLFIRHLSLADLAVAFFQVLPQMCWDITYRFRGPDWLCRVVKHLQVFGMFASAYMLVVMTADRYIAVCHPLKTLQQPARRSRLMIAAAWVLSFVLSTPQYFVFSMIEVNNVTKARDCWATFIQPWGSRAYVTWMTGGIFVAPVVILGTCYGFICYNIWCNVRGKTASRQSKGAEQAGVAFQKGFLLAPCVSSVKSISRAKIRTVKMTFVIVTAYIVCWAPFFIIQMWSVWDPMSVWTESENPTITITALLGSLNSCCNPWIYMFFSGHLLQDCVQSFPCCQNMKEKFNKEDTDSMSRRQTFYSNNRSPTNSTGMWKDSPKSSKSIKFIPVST
MEKK2 WT-MEK5: raises or lowers MEK5 binding to wildtype human MEKK2 PB1 domain. AID 1531. 290,000 tested, 1.1% active. bead flow cytometry, Alexa488-MEK5 binding to MEKK2 WT; actives lie on both sides. Q9Y2U5. binding response (% of control), % at 10 µM; in the data active = binding response below about 67% or above about 130%
M18AAP inhibitor: PfM18AAP enzyme inhibition | recombinant PfM18AAP, H-Glu-NHMec fluorogenic cleavage | 290,000 tested, 1.2% active | inhibition, % at 7.35 µM;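 active = inhibition above the campaign mean inhibition over all tested compounds plus 3 SD, cut at about 28% in these data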;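 also: 0% = plate median of test compound wells and 100% = 2 mM ZnCl2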
OXTR potentiator: potentiates the human oxytocin receptor response. activation, % at 3 µM. P30559. 320,000 tested, 0.061% active. CHO-OTR cells, Fluo-8 calcium fluorescence, potentiator mode; 0% = oxytocin EC15, 100% = EC100. AID 2445;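 active = activation above that plate's cutoff, the mean activation of tested compounds plus 3 SD, cut at about 6.6% in these data, passing the limit was not always enough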;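 also: 100% uses oxytocin at 75 nM as the full agonist control; some results filed as inactive read as strong as hits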
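Replication – single well per compound, singlicate · Assay system – CHO cell line stably expressing human OTR · Timing – 6 min pre-incubation, 100 s read · Measure – normalized max/min fluorescence ratio, % activation · Doses – 3.0 µM, one dose · Detection – Fluo-8 calcium dye fluorescence · Probe or stimulus – oxytocin near EC15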
GPR7 antagonist: blocks human GPR7 receptor signaling; P48145; 290,000 tested, 1.1% active; GPR7-expressing cells, fluorescence antagonist assay; inhibition, % at 4.4 µM; in the data active = inhibition above about 16%, passing the limit was not always enough;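 also: cells stimulated with the agonist NPW; 0% = agonist with vehicle and 100% = vehicle without agonist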
Target sequence (P48145 whole entry, looked up): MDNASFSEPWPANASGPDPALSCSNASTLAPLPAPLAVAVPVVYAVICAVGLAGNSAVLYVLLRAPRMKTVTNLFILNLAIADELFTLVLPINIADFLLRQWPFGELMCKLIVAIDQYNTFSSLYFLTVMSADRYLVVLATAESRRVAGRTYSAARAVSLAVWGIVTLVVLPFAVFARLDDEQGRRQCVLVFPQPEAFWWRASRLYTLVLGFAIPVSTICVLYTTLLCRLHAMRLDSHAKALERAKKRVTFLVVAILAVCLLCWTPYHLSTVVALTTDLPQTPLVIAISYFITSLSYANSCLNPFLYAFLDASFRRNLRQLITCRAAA
MEKK2 mut-MEK5: signal of MEK5 binding to mutant human MEKK2 PB1 domain | bead flow cytometry, Alexa488-MEK5 binding to MEKK2 mutant | percent response, % at 10 µM | 290,000 tested, 0.35% active; in the data active = percent response above about 24%, passing the limit was not always enough; also: inactives centre near 1; some results filed as inactive read as strong as hits
An asterisk follows results filed as active; x = no result given.

[1] COc1cccc(NC(=O)CNC(=O)c2ccc(OC)c(OC)c2)c1
[2] CC1=NN(c2ccccc2)C(=O)/C1=C\c1ccc(Oc2ccc([N+](=O)[O-])cc2[N+](=O)[O-])cc1
[3] Cc1ccc(/C=C/C(=O)Nc2nc3ccccc3[nH]2)cc1
[4] Nc1nc2n(n1)C(c1ccccc1Cl)CC(c1ccc(F)cc1)N2 (stereo unspecified)
[5] C/C(=N\NC(=O)C1CC1)c1ccc(C)cc1C
[6] CCN(C(=O)CN1CCN(c2ccccc2F)CC1)c1c(N)n(Cc2ccccc2)c(=O)[nH]c1=O

Compound,1,2,3,4,5,6
OXTR potentiator,-1,2,-3,1,-1,-8
GalR3 antag,3,3,-1,2,7,-5
M18AAP inhibitor,-12,13,-11,6,x,-6
MEKK2 WT-MEK5,103,96,102,87,x,89
GPR7 antagonist,-7,15,1,3,x,-15
NALP1 yeast inh,1,31,35,5,x,4
MEKK2 mut-MEK5,-1,-1,1,-5,x,-9
V1aR counter,0.8,2.5,-1.2,1.2,-0.7,-0.9
OXTR agonist,0.3,0.9,-1.0,0.2,-1.7,-0.9

[7] N#Cc1cc(N2CCOCC2)nc2ccccc12
[8] CCC1Nc2ncnc(N3CCN(c4ccccc4)CC3)c2N(Cc2ccc(Br)cc2)C1=O (stereo unspecified)
[9] CCN(C[C@H]1N[C@@](Cc2ccccc2)(C(=O)OC)[C@H]2C(=O)N(Cc3ccccc3)C(=O)[C@@H]12)C(=O)COC
[10] Oc1ccc(N=Nc2n[nH]c(-c3ccc(Br)cc3)n2)cc1
[11] CC[C@H]1c2[nH]c3ccccc3c2C[C@@H]2C(=O)N(c3ccc(F)cc3)C(=O)N21
[12] Cc1cc(C)c(NC(=O)CSc2nnc(CNC(=O)c3ccco3)o2)c(C)c1

Compound,7,8,9,10,11,12
OXTR potentiator,1,-11,-4,-6,-4,-7
GalR3 antag,-5,-9,-6,0,-7,1
M18AAP inhibitor,1,x,x,11,x,-7
MEKK2 WT-MEK5,96,x,x,100,x,94
GPR7 antagonist,-11,x,x,-12,x,0
NALP1 yeast inh,-2,x,x,11,x,30
MEKK2 mut-MEK5,-23,x,x,0,x,-8
V1aR counter,-1.3,1.6,0.7,-0.2,3.4,-0.3
OXTR agonist,-2.3,-1.3,1.5,-0.9,5.0,-0.7

Three compounds drawn at random from those above, as already listed:
[1] COc1cccc(NC(=O)CNC(=O)c2ccc(OC)c(OC)c2)c1
[12] Cc1cc(C)c(NC(=O)CSc2nnc(CNC(=O)c3ccco3)o2)c(C)c1
[11] CC[C@H]1c2[nH]c3ccccc3c2C[C@@H]2C(=O)N(c3ccc(F)cc3)C(=O)N21

Compound,1,12,11
OXTR potentiator,-1,-7,-4
GalR3 antag,3,1,-7
M18AAP inhibitor,-12,-7,x
MEKK2 WT-MEK5,103,94,x
GPR7 antagonist,-7,0,x
NALP1 yeast inh,1,30,x
MEKK2 mut-MEK5,-1,-8,x
V1aR counter,0.8,-0.3,3.4
OXTR agonist,0.3,-0.7,5.0

Further records
[13] O=C(CN1CCc2ccccc21)NCc1ccccc1Cl
[14] O=c1c2ccccc2c2ccccc2c(=O)n1CC1CCCO1 (stereo unspecified)
[15] COC(=O)c1cc(=O)nc2sc3cc(OC)ccc3n12
[16] COCC(=O)Nc1nnc(-c2ccc(C(C)(C)C)cc2)s1
[17] Cn1c(-c2ccc3nc(N)sc3c2)nc2cc(N)ccc21
[18] Cc1ccc(CN(C)C(=O)CCc2nc3sc4c(c3c(=O)[nH]2)CCCC4)o1

Compound,13,14,15,16,17,18
OXTR potentiator,-3,-5,-10,-9,-7,-6
GalR3 antag,1,-3,1,-2,-2,-1
M18AAP inhibitor,-1,6,4,4,11,4
MEKK2 WT-MEK5,118,101,106,118,86,93
GPR7 antagonist,0,-2,-18,-11,6,-19
NALP1 yeast inh,36,13,0,2,-4,14
MEKK2 mut-MEK5,21,0,6,6,0,-5
V1aR counter,-1.0,-1.4,0.0,4.1,-0.2,1.1
OXTR agonist,-1.8,-2.9,-0.3,16,0.0,-0.5

[19] CNC(=O)CCc1[nH]c2ccccc2c1Sc1ccccc1
[20] CCOC(=O)[C@H]1[C@H]2COc3ccc(Br)cc3[C@@H]2N2C(=O)c3cc(OC)c(OC)cc3NC(=O)[C@@]12C
[21] CCOC(=O)c1ccc(NC(=O)C2C3CCCCC32)cc1 (stereo unspecified)
[22] Cc1ccc(S(=O)(=O)[N-]c2nc3ccccc3nc2-n2cc[n+](CCC(C)C)c2)cc1
[23] CC(C)[C@H](CN(N=O)[C@@H](Cc1ccccc1)CN(C)N=O)N(CCc1ccccc1)N=O
[24] CC(C)N(C)CCOC(=O)C1COc2ccccc2O1 (stereo unspecified)

Compound,19,20,21,22,23,24
OXTR potentiator,-9,-5,x,4,-8,-5
GalR3 antag,0,-5,-9,-7,2,4
M18AAP inhibitor,11,x,-3,1,2,1
MEKK2 WT-MEK5,105,x,106,100,95,116
GPR7 antagonist,-9,x,8,-4,-6,-20
NALP1 yeast inh,25,x,2,42,-1,-7
MEKK2 mut-MEK5,1,x,7,2,-3,28
V1aR counter,3.2,7.1,x,-0.2,-0.7,-1.7
OXTR agonist,2.5,5.3,x,0.6,-1.3,0.4

[25] C/C(CC(=O)Nc1ccc(Cl)c(Cl)c1)=N\NC(N)=S
[26] Cc1cc(NC(=O)c2ccc([N+](=O)[O-])cc2)n(C)n1
[27] COc1ccccc1C(=O)N(Cc1cccs1)C1CCS(=O)(=O)C1 (stereo unspecified)
[28] N#CCCN1CCN(S(=O)(=O)c2ccc(C3CCCCC3)cc2)CC1
[29] CC1CN(C(=S)SCCN2C(=O)CCC2=O)CC(C)O1 (stereo unspecified)
[30] CCC(=O)Oc1ccc(C(CC)C(CC)c2ccc(OC(=O)CC)cc2)cc1 (stereo unspecified)

Compound,25,26,27,28,29,30
OXTR potentiator,-20,2,2,-9,-1,-3
GalR3 antag,-2,-5,-4,-5,-3,x
M18AAP inhibitor,7,-3,-7,x,2,-1
MEKK2 WT-MEK5,99,102,x,x,90,95
GPR7 antagonist,1,-8,7,x,-10,-4
NALP1 yeast inh,-1,-5,21,x,12,24
MEKK2 mut-MEK5,1,0,x,x,-9,4
V1aR counter,5.0,0.5,1.5,6.6,0.9,0.1
OXTR agonist,4.8,0.1,0.8,6.1,1.7,-0.1

[31] C=C(C)C(=O)N1CC2(CC(c3cccc(NC(=O)CC(c4ccccc4)c4ccccc4)c3)=NO2)C[C@H]1C(N)=O (stereo partly specified)
[32] COc1ccc(OC)c(S(=O)(=O)N2CCC(C(=O)N(C)Cc3ccccc3)CC2)c1
[33] CCO[C@H]1OC(C(=O)O)=C[C@@H](C(C)(C)C)[C@@H]1CCCO
[34] COc1ccc(N2CCCC2)c(NC(=O)COc2ccccc2)c1
[35] CCCSc1nnc2n(-c3ccccc3OC)c(=O)c3c4c(sc3n12)CCC4
[36] COc1cc(C(CC(=O)N2CCCC2)c2c(OC)cc(OC)c3ccc(=O)oc23)cc(OC)c1OC (stereo unspecified)

Compound,31,32,33,34,35,36
OXTR potentiator,-4,0,1,-10,-7,-3
GalR3 antag,-1,-5,-2,-8,-4,-3
M18AAP inhibitor,x,1,x,19,-2,x
MEKK2 WT-MEK5,91,103,89,97,93,96
GPR7 antagonist,x,-5,x,-10,-1,x
NALP1 yeast inh,6,x,x,10,x,8
MEKK2 mut-MEK5,4,11,-5,-7,-4,5
V1aR counter,1.8,1.0,1.4,-1.7,0.9,2.2
OXTR agonist,0.7,0.6,0.3,-2.5,-0.5,0.9

[37] CC(C)[C@H](NC(=O)c1ccccc1)C(=O)OCc1nc2scc(-c3ccccc3)c2c(=O)[nH]1
[38] COc1ccc(/C=C(\NC(=O)c2ccccc2)C(=O)NCc2cccnc2)cc1
[39] O=C(CSc1nc2ccccc2[nH]1)N1CCN(S(=O)(=O)c2ccc(Cl)cc2)CC1
[40] COc1ccccc1NC(=O)c1cc(-c2ccc(OC)c(OC)c2)nc2ccccc12
[41] COc1ccc(CC(=O)Nc2cc(NC(=O)Cc3ccc(OC)c(OC)c3)cc(C(=O)O)c2)cc1OC
[42] Cn1c(=O)c2c(nc(Br)n2C)n(C)c1=O

Compound,37,38,39,40,41,42
OXTR potentiator,-6,-8,-3,x,-8,-12
GalR3 antag,-3,-8,-4,-10,-3,-1
M18AAP inhibitor,-2,1,-19,4,4,1
MEKK2 WT-MEK5,99,97,99,92,103,108
GPR7 antagonist,-6,-13,6,8,0,-7
NALP1 yeast inh,17,9,8,8,12,9
MEKK2 mut-MEK5,1,0,-3,-9,2,9
V1aR counter,8.9,3.9,1.0,x,2.5,-0.4
OXTR agonist,3.4,1.2,0.3,x,6.5,0.6

[43] FC(F)(F)c1ccnc(Oc2ccc(C3=NCCS3)cc2)c1
[44] COc1ccc(-c2noc(CCC(=O)NCCCN3CCC(C)CC3)n2)cc1
[45] CC1CN(C(=O)CSc2nc(-c3ccc(F)cc3)cs2)CC(C)O1 (stereo unspecified)
[46] COc1ccc(C(CNC(=O)c2cccc(S(=O)(=O)N3CCOCC3)c2)N2CCCC2)cc1 (stereo unspecified)
[47] COc1ccc(/C=N/NC(=O)c2ccncc2)cc1CSc1nc2ccccc2s1
[48] CCCOc1c(Br)cc(C(=O)OCC(=O)NC(=O)c2cccn2C)cc1OC

Compound,43,44,45,46,47,48
OXTR potentiator,6,2,-18,-4,-7,-8
GalR3 antag,-1,0,-3,-6,1,-2
M18AAP inhibitor,1,-8,-1,x,-10,x
MEKK2 WT-MEK5,99,121,107,x,102,x
GPR7 antagonist,-13,-10,-18,x,1,x
NALP1 yeast inh,11,11,-8,x,1,x
MEKK2 mut-MEK5,5,11,2,x,10,x
V1aR counter,-0.5,0.9,0.0,0.1,1.9,1.4
OXTR agonist,-1.5,0.1,-0.8,3.2,1.4,1.6

[49] COc1ccc(C2=NS(=O)(=O)N(C)C(C(=O)Nc3ccc(F)cc3F)=C2)cc1
[50] O=C(CCNS(=O)(=O)c1ccc(Br)cc1)NNC(=O)C1COc2ccccc2O1 (stereo unspecified)
[51] COC(=O)c1ccc(N2CCN(C)CC2)c(NC(=O)c2cccnc2)c1
[52] O=C(NNc1cccc(Cl)n1)Nc1cccc(C(F)(F)F)c1
[53] COC(=O)C1=C(C)NC(C)=C(C(=O)OC)C1C(=O)OCC(=O)c1ccc(F)cc1
[54] NS(=O)(=O)c1ccc(NCc2ccccc2OCc2ccccc2F)cc1

Compound,49,50,51,52,53,54
OXTR potentiator,-9,-9,-15,-6,3,-9
GalR3 antag,x,-3,1,-7,0,-7
M18AAP inhibitor,11,x,-9,54*,-11,3
MEKK2 WT-MEK5,94,x,84,96,95,96
GPR7 antagonist,8,x,5,-4,-8,-8
NALP1 yeast inh,14,x,13,1,-2,12
MEKK2 mut-MEK5,3,x,-14,-3,-2,0
V1aR counter,5.3,-0.2,0.4,2.8,0.3,2.5
OXTR agonist,3.9,-0.9,-0.5,0.6,1.4,1.3
